H37Rv inhibition: M. tuberculosis growth inhibition, HTS (AID 449762); M. tuberculosis H37Rv growth inhibition, 7H9 media; higher % means a stronger effect; inhibition, % at 25 µM, or IC50 in µM where a hit was titrated; 0.59% of 330,000 active; in the data active = a potency from the dose series; inconclusive = inhibition above about 70% without an active follow-up result;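 note: bacterial growth assessed after seven days of incubation; strong numbers were not always called active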
tuberculosis growth: growth inhibition of non-replicating M. tuberculosis (AID 488890). Mycobacterium tuberculosis non-replicating, growth inhibition; higher % means a stronger effect. inhibition, % at 25 µM, or IC50 in µM where a hit was titrated. 0.39% of 320,000 active; in the data active = a potency from the dose series; inconclusive = inhibition mostly from about 82% at the one dose, without a potency; inactive = the rest, 99 in 100 with inhibition below about 76%;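 note: plate controls were DMSO cells for no effect and high antibiotic wells for full effect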
H1N1 NS1A inhibition: H1N1 influenza NS1A inhibitors, functional cell based assay (AID 504329). NS1A functional cell-based assay, percent inhibition; higher % means a stronger effect. inhibition, % at 12.5 µM, or IC50 in µM where a hit was titrated. 0.3% of 340,000 active; in the data active = a potency from the dose series; inconclusive = inhibition above about 27% without an active follow-up result; note: strong numbers were not always called active
inhibitors of VEEV: inhibitors of VEEV TC-83 cytopathic effect, confirmation, Vero cells (AID 588727) | Vero cells, VEEV TC-83 cytopathic effect inhibition; higher % means a stronger effect | inhibition, % at 20 µM, or IC50 in µM where a hit was titrated | 0.13% of 350,000 active; in the data active = a potency from the dose series; inconclusive = inhibition mostly from about 14% at the one dose, without a potency; inactive = the rest, 99 in 100 with inhibition below about 12%; note: strong numbers were not always called active
Salmonella PhoP GFP: PhoP regulon inhibitors, Salmonella typhi PhoP promoter GFP reporter, confirmatory (AID 1850). Salmonella Typhi PhoP-promoter GFP reporter, fluorescence, 4 h; higher % means a stronger effect. inhibition, % at 50 µM, or IC50 in µM where a hit was titrated. 0.33% of 310,000 active; in the data active = a potency from the dose series; inconclusive = inhibition mostly from about 25% at the one dose, without a potency; inactive = the rest, 99 in 100 with inhibition below about 19%;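 note: 0% = induced wells with vehicle and 100% = uninduced wells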
inhibitors of VEEV 10K pilot screen: further read-out of inhibitors of VEEV, marked with its call; inhibition, %; measured here: 10K pilot screen inhibition
* hit, by the source's call; i = inactive; u = inconclusive; x = no result given.

SMILES	H37Rv inhibition	tuberculosis growth	H1N1 NS1A inhibition	inhibitors of VEEV	Salmonella PhoP GFP	others
CSCCC(NS(=O)(=O)c1cc(C(=O)O)ccc1Cl)C(=O)O (centres undefined)	10%	4%	3%	0.7%	-2%
Cc1cccc(C)c1NC(=O)CN(C)C(=O)/C=C/c1cccs1	-6%	65%	-7%	i	7%
COc1ccccc1N1C(C)=CC(=C(C#N)c2nc3ccccc3s2)C=C1C	-2%	70%	-20%	6.3%	1%
CC(C)CCNC(=O)CNC(=S)N(CCCN1CCOCC1)Cc1cccs1	-13%	4%	8%	i	-2%	inhibitors of VEEV 10K pilot screen=0.0
COc1cccc(/C=N/n2c(-c3cc(C)[nH]n3)n[nH]c2=S)c1OC	0%	-15%	-13%	0.1%	4%
O=C(c1cccc(-n2cccc2)c1)N1CCN(S(=O)(=O)c2ccccc2Br)CC1	x	x	2%	7.0%	x
Cc1cc(C)n2c(nc3ccccc32)c1C(=O)NN	0%	18%	x	0.4%	-1%
Cc1ccc(C(=O)C2CC2)cc1C	x	x	-11%	i	x
O=c1[nH]c(=O)n(C2CCCO2)cc1Br (centres undefined)	2%	-10%	-2%	0.8%	-6%
COc1ccc([N+](=O)[O-])cc1N(CC(=O)O)S(C)(=O)=O	-5%	-14%	-6%	0.7%	1%
COc1ccc(/C=C/C(=O)c2ccc(Cl)cc2)c(OC)c1	u	u	5%	i	-6%
CCN(CC)CCNC(=O)C(=O)NCC1OCCN1S(=O)(=O)c1cccs1 (centres undefined)	-2%	10%	25%	0.4%	-9%
CCc1ccccc1N1C(=O)C2C3C=CC(CC3)C2C1=O (centres undefined)	-7%	-10%	-27%	i	0%
C/C(=C/C(=O)N1CCc2ccccc21)C(=O)O	-1%	-7%	-2%	1.0%	0%
Cc1ccc(C(=O)CNc2cccc(Cl)c2)cc1	8%	u	4%	i	-1%
Cc1cc(C)cc(N(CCC#N)C(=O)CN2C(=O)NC3(CCCC3)C2=O)c1	-7%	-6%	3%	i	2%
CCOc1ccc(N2C(=O)CC(Cc3cc(C)cc(C)c3)C2=O)cc1 (centres undefined)	-3%	-2%	-3%	1.3%	5%
CCOc1ccc(NC(=O)COc2ccc(C(=O)N3CCC(C(N)=O)CC3)cc2OC)cc1	-6%	-12%	-5%	0.9%	3%
COc1ccccc1-c1nnc(SCC(=O)Nc2oc(C)c3c(C)n[nH]c(=O)c23)n1C	-4%	14%	1%	0.8%	5%
Cc1ccc(-n2ncc(C(=O)N3CCN(C(=O)c4ccco4)CC3)c2C2CCN(C(=O)OC(C)(C)C)CC2)cc1C	4%	x	7%	i	-11%
O=C(CNc1cccc2ccccc12)N/N=C/c1ccc(C(=O)O)cc1	5%	-4%	1%	3.0%	-5%
CC(C)(O)C#Cc1ccc(C(=O)N2CCN(c3ccc(F)cc3)CC2)cc1	1%	8%	9%	1.7%	4%
O=C(c1ccccc1)c1ccc(OCCCN2CCCC2)cc1	-9%	18%	10%	0.6%	4%
O=C(NNc1cccc(Cl)n1)c1ccccc1CC[N+](=O)[O-]	-2%	3%	-2%	7.5%	-12%
OC1CCCN(Cc2ccc3ccc4cccc5ccc2c3c45)C1 (centres undefined)	u	69%	2%	i	79µM*
Cc1ccn2c(CN(C)CCn3nc(C)cc3C)c(C(=O)N3CCCCCC3)nc2c1	2%	-5%	-1%	1.0%	-10%
O=C(c1cc(-c2cccc(Cl)c2)on1)N1CCOCC1	-10%	-3%	2%	2.3%	8%
Cc1cccc(/C(N)=N/OC(=O)COc2ccc(Cl)c(C)c2)c1	-6%	41%	-3%	1.2%	2%
COc1cc(OC)cc(C(=O)N2CCC(C(=O)N3CCOCC3)CC2)c1	-14%	-14%	-1%	1.8%	4%
C=CCNC(=S)N/N=C(\C)c1ccc(-n2ccnc2)cc1	u	u	-13%	0.5%	0%
CC1CC(C)CN(S(=O)(=O)N2CCCC(C(=O)NCCc3ccc(Cl)cc3)C2)C1 (centres undefined)	-8%	6%	-2%	1.2%	9%
COc1ccc(C(=O)NCc2cn3cccc(C)c3n2)cc1OC	0%	23%	5%	i	12%
CCCC(=O)Nc1c(-c2cccs2)c(=O)c2ccccc2n1CC	-8%	4%	x	x	-1%
CC(=O)c1nn(-c2ccccc2)cc1C(=O)c1ccc(C)cc1	2%	3%	x	2.9%	-4%
C=CCN(C(=O)Cn1c(C(=O)OC)cc2oc(C)cc21)c1ccccc1	-5%	16%	1%	i	-1%
O=C(c1ccccc1)c1cc[n+]([O-])cc1	-2%	-1%	-6%	1.8%	1%
O=C(c1ccccc1)N1CCN(C(=O)c2ccc([N+](=O)[O-])cc2)CC1	3%	-4%	6%	0.2%	-8%
Cc1ccc(-n2cc(CNC(C)c3cnn(C)c3C)c(-c3ccc(F)cc3)n2)cc1 (centres undefined)	3%	59%	19%	i	1%
CCOc1cc(C(=O)NC)cc(OCC)c1OCC	-1%	2%	-1%	0.5%	-1%
O=C(CCC1CCCN(c2ncccn2)C1)NCc1ccccc1F (centres undefined)	0%	6%	-9%	0.9%	-2%
CC1CCc2cc(F)ccc2N1C(=O)c1cnc2sccn2c1=O (centres undefined)	-3%	8%	7%	1.1%	-2%
CC(=O)c1cccc(S(=O)(=O)N2CCC(n3nnc4cc(F)ccc43)CC2)c1	2%	2%	5%	6.0%	-1%
CCCCC(=O)NNC(=O)c1c(O)c2ccccc2[nH]c1=O	-9%	44%	-32%	4.0%	12%
O=C1CCC(=O)c2ccc3c4c(ccc1c24)CC3	x	x	10%	i	x
S=C(Nc1ccc(Cl)cc1)c1nc2ccccc2s1	40%	u	2%	0.5%	9%

5 neighbouring compounds already listed, for reference:
SMILES	H37Rv inhibition	tuberculosis growth	H1N1 NS1A inhibition	inhibitors of VEEV	Salmonella PhoP GFP	others
CC1CC(C)CN(S(=O)(=O)N2CCCC(C(=O)NCCc3ccc(Cl)cc3)C2)C1 (centres undefined)	-8%	6%	-2%	1.2%	9%
COc1ccc(C(=O)NCc2cn3cccc(C)c3n2)cc1OC	0%	23%	5%	i	12%
CCCC(=O)Nc1c(-c2cccs2)c(=O)c2ccccc2n1CC	-8%	4%	x	x	-1%
CC(=O)c1nn(-c2ccccc2)cc1C(=O)c1ccc(C)cc1	2%	3%	x	2.9%	-4%
C=CCN(C(=O)Cn1c(C(=O)OC)cc2oc(C)cc21)c1ccccc1	-5%	16%	1%	i	-1%

Molecules from the list above with an NH in an aromatic ring, in the order listed:
SMILES	H37Rv inhibition	tuberculosis growth	H1N1 NS1A inhibition	inhibitors of VEEV	Salmonella PhoP GFP	others
COc1cccc(/C=N/n2c(-c3cc(C)[nH]n3)n[nH]c2=S)c1OC	0%	-15%	-13%	0.1%	4%
O=c1[nH]c(=O)n(C2CCCO2)cc1Br (centres undefined)	2%	-10%	-2%	0.8%	-6%
COc1ccccc1-c1nnc(SCC(=O)Nc2oc(C)c3c(C)n[nH]c(=O)c23)n1C	-4%	14%	1%	0.8%	5%
CCCCC(=O)NNC(=O)c1c(O)c2ccccc2[nH]c1=O	-9%	44%	-32%	4.0%	12%

Next section:
SMILES	H37Rv inhibition	tuberculosis growth	H1N1 NS1A inhibition	inhibitors of VEEV	Salmonella PhoP GFP	others
C/C=C(\C)CN1CCC(n2nccc2NC(=O)CCCc2ccccc2)CC1	2%	-2%	-5%	7.0%	-4%
CCOC(=O)C1(Cc2ccccc2C)CCCN(C(=O)c2cc(C3CC3)[nH]n2)C1 (centres undefined)	-2%	32%	2%	0.1%	-5%
CC(=O)Nc1ccc(S(=O)(=O)N[C@@H](C)C(=O)Nc2ccc(N3CCOCC3)cc2)cc1	4%	-9%	-15%	0.3%	11%
O=C(CSc1ccccc1)NCCCc1ccccc1	5%	55%	-6%	0.1%	7%
CC(NC(=O)C(=O)N1CCCCC1)C(c1cccs1)N1CCN(c2ccccc2F)CC1 (centres undefined)	-5%	21%	6%	1.7%	-15%
Cc1cc(-c2ccc(F)cc2)nc2cc(C(N)=O)nn12	-4%	-14%	1%	0.8%	-9%
O=C(O)CC(C(=O)O)c1cn(Cc2ccccc2)c2ccccc12 (centres undefined)	2%	4%	1%	0.5%	-15%
O=C1NC(=O)C2(CCN(c3ccccc3)CC2)C(=O)N1	x	x	-22%	0.6%	x
CC(=O)c1nc(N2C(=O)CC(Cc3cc(C)cc(C)c3)C2=O)sc1C (centres undefined)	8%	7%	12%	0.8%	-3%
COc1cc2c(cc1OC)C1C(=O)c3ccc4c(c3OC1CO2)CC(C(C)C)O4 (centres undefined)	x	x	1%	5.5%	x
COc1cccc(NC(=O)CN2C(=O)COc3ccc(S(=O)(=O)N4CCOCC4)cc32)c1	-1%	-24%	3%	i	-9%
COc1cc(C(C)=O)ccc1OCC(O)CN(CCO)Cc1ccccc1 (centres undefined)	1%	-1%	-7%	5.3%	7%
Cc1c(NC(=O)CSc2nncn2-c2ccccc2)c(=O)n(-c2ccccc2)n1C	3%	2%	6%	0.8%	-5%
CC(=O)Oc1ccc(-c2cccc(C(=O)NCC(=O)O)c2)cc1	-14%	-10%	-7%	0.9%	13%
C=CCc1cc(/C=N/n2cnnc2)cc(OCC)c1O	-4%	1%	0%	1.2%	-3%
Cc1ccc(-n2nc(C)c3cc(C(=O)O)sc32)cc1	7%	3%	-13%	i	-13%
CSCc1ccc(C(=O)N2CCCC(Nc3ccc(F)cc3)C2)o1 (centres undefined)	-10%	14%	24%	1.0%	-8%
C/C(=N\N=C(N)N)c1ccc(Cl)cc1	8%	45%	24%	0.3%	0%
Cc1ccc(F)cc1S(=O)(=O)NCc1ccc(N2CCN(C)CC2)cc1	-2%	-1%	x	i	-3%
O=C(COC(=O)c1ccc(S(=O)(=O)N2CCCC2)cc1)Nc1ccc(N2CCOCC2)cc1	-5%	2%	x	0.5%	3%
Cc1cc(C)n(Cc2cc(C(=O)O)c3ccccc3n2)n1	-5%	-4%	-16%	1.8%	-7%
Cc1cccn2c(=O)c3cc(C(=O)NC4CCCC4)c(=N)n(CCCN4CCOCC4)c3nc12	-4%	2%	7%	0.8%	-14%
O=C(CCNC(=O)Cn1ccc2ccccc2c1=O)NCc1ccc(F)cc1Cl	1%	x	-2%	i	1%
O=C(COC(=O)c1ccccn1)Nc1cccnc1Cl	-1%	-10%	-5%	1.4%	1%
COc1cc(C)cc(CN2CC=C(c3ccccc3)CC2)c1O	4%	7%	8%	3.0%	3%
CC1CCCC(C)N1NC(=O)Cc1ccccc1 (centres undefined)	9%	-6%	0%	2.3%	7%
CC(NC(=O)c1cccs1)c1ccc2c(c1)OCO2 (centres undefined)	-2%	63%	7%	i	-10%
CCN(CC)S(=O)(=O)c1ccc(C(=O)NNc2nc(-c3ccccc3)c3cc(Br)ccc3n2)cc1	-13%	-6%	-4%	5.8%	-10%
O=C(Nc1ccccc1Cl)N1CCN(c2ccc3nnc(-c4ccc(F)cc4)n3n2)CC1	22%	2%	9%	i	-1%
CC(C)(C)c1nnc(SCC(=O)Nc2ccc(N3CCCCC3)cc2)n1N	-1%	13%	10%	1.1%	x
CCN(CC)S(=O)(=O)c1ccc(C(=O)N2CCN=C2SC)cc1	-8%	-4%	-1%	2.2%	-9%
CC(Oc1cc2oc(=O)c3c(c2cc1Cl)CCC3)C(=O)NCc1cccnc1 (centres undefined)	1%	22%	-1%	1.0%	0%
Cc1ccc(C(=O)NCCNC(=O)c2cnccn2)cc1	7%	0%	1%	1.1%	7%
CN(C)C(=O)Nc1ccccc1CC[N+](=O)[O-]	1%	2%	-6%	0.4%	6%
CCOc1ccc(Cn2ccnc2)cc1[N+](=O)[O-]	5%	-12%	2%	0.6%	-1%
COc1ccc(C/C(C)=N\NC(=O)c2c[nH]c3ccccc23)cc1OC	9%	-2%	0%	2.9%	11%
O=C(COC(=O)c1cc(S(=O)(=O)N2CCOCC2)ccc1F)Nc1cc([N+](=O)[O-])ccc1F	-6%	5%	0%	1.6%	x
Cc1cccc(NC(=O)CSCC(=O)N2CCN(C(=O)c3ccco3)CC2)c1	-3%	-4%	-15%	7.5%	x
COc1ccc(NC(=S)N2CCC(NC(=O)c3ccco3)CC2)cc1	-5%	-10%	-8%	i	-9%
Cc1nc(Cl)c(N=Cc2cccc([N+](=O)[O-])c2)c(Cl)n1	0%	-7%	-4%	1.6%	0%
CC(=O)Nc1ccc(S(=O)(=O)N(Cc2cccnc2)Cc2cc3ccccc3[nH]c2=O)cc1	2%	3%	-6%	u	-11%
Cc1csc(NC(=O)C2CCCN(S(=O)(=O)c3cnc[nH]3)C2)n1 (centres undefined)	3%	x	0%	i	-5%
O=S(=O)(Nc1ccccn1)c1cccc(S(=O)(=O)c2ccc(Br)cc2)c1	-1%	8%	3%	0.2%	1%

From PubChem
